High-throughput results from PubChem BioAssay.
OPRM1-OPRD1 inv – inverse agonist of human OPRM1-OPRD1 heterodimerization. P35372+P41143. cell-based MOR-DOR heterodimer luminescence, inverse agonism. inhibition, % at 9.3 µM. actives 0.21% (n = 340,000); in the data active means inhibition above about 22%, passing the limit was not always enough;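 further: 0% = cells with DMSO and 100% = wells without cells with DMSO; values of inactives mirror those of a sister screen read the other way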
PfHsp90 set2 – inhibits growth of yeast expressing Plasmodium falciparum Hsp90 | inhibition, % at 9.4 µM | S. cerevisiae expressing PfHsp90, BacTiter-Glo ATP, 48 h; yeast lacking PDR1 and PDR3 efflux regulators | actives 0.32% (n = 310,000) | AID 504621;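 active means every replicate shows inhibition above about 80%, whatever the replicate mean, limit read from the data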;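 further: 0% = DMSO neutral controls and 100% = 20 µM radicicol positive controls; yeast relying on Plasmodium falciparum Hsp90 in place of its own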
PKA-R1A activ – activates the PKA-R1A holoenzyme complex | P00514+P68181 | PKA-R1A dissociation, Cy5-IP20 fluorescence polarization; scaled: DMSO 0%, 113 µM cGMP 100% | activation, % at 11.4 µM | actives 0.083% (n = 340,000) | AID 504707;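 active means percent activation above the mean of all tested compounds plus 3 SD, cut at about 19% in these data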;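 further: higher means more PKAc released from R1A so a rise in polarization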
MOR-DOR ag – OPRM1-OPRD1 heterodimerization agonism; AID 504326; activation, % at 9.3 µM; cells, luminescence; P35372+P41143; actives 0.3% (n = 340,000); in the data active means activation above about 18%;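 further: 0% = vehicle-treated cells and 100% = reference agonist; values of inactives mirror those of a sister screen read the other way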
Pemphigus Ab inh – blocks pemphigus antibody binding to human desmoglein-3. actives 0.48% (n = 310,000). AID 588358. binding (percent of control), % at 10 µM. P32926. DSG3-coupled beads, scFv-anti-DSG3-GFP binding, flow cytometry; stronger effect = lower value;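 active means binding more than 3 SD below its plate's average and above zero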;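 further: hits lower antibody fragment binding to DSG3; some compounds called inactive have numbers as strong as hits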
SUMO Mot1 rescue – blocks SUMOylation pathway, rescuing yeast Mot1-301 growth; S. cerevisiae Mot1-301 growth rescue, ATP luminescence, 38.5C; percent above DMSO median, 100 means doubled; growth rescue, % at 18.8 µM; actives 1% (n = 320,000); AID 2716;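 active means every valid replicate shows activation above 250% relative to neutral control wells; inactive means the rest, any valid replicate at or below 250%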;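 further: OY570 slx delta 5 strain wells were the positive control but not used for scaling; some compounds called inactive have numbers as strong as hits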
HTR5A inv ctr – inverse agonist of human HTR5A in OPRM1-OPRD1 counter-screen | P47898 | HTR5A cell line, luminescence, inverse agonism | inhibition, % at 9.3 µM | actives 0.083% (n = 340,000); in the data active means inhibition mostly above about 23%, no sharp cut-off; inactive means mostly below about 18%;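 further: 0% = cells with DMSO and 100% = no-cell wells with DMSO; some compounds called inactive have numbers as strong as hits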
Target sequence (P47898 whole entry, looked up): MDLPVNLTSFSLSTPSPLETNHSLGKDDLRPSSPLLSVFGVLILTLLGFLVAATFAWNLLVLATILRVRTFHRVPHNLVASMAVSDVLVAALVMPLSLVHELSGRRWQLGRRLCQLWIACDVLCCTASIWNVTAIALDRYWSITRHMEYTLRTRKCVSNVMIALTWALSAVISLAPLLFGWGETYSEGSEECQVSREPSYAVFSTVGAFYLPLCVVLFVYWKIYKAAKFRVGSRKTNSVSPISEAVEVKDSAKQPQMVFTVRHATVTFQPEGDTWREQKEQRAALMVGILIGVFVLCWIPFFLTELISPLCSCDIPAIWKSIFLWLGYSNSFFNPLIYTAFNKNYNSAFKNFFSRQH
Ecoli viability – bacterial growth inhibition, counter-screen for AddAB inhibitors. E. coli V3065 growth, OD600 absorbance, 18 h. AID 449728. inhibition, % at 11.9 µM. actives 0.27% (n = 330,000);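 active means inhibition above the campaign's mean inhibition across all tested compounds plus 3 SD, cut at about 9.9% in these data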;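 further: uninfected addAB+ strain grown without phage in ampicillin broth; 0% = DMSO wells and 100% = ciprofloxacin 0.95 µg/ml wells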
phage Ecoli inh – E. coli growth loss with phage present. growth absorbance. inhibition, % at 11.9 µM. actives 0.26% (n = 360,000). AID 651602; in the data active means inhibition above about 11%
HTR5A ag – counter-screen for OPRM1-OPRD1 agonists: human HTR5A agonism. HTR5A agonist assay, luminescence, cell-based. activation, % at 9.3 µM. actives 0.61% (n = 340,000). AID 504692; in the data active means activation mostly above about 9.5%, no sharp cut-off; inactive means mostly below about 7.6%;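 further: 0% = cells with vehicle only and 100% = reference agonist; strong numbers were not always called active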
AddAB inh – less growth of phage-infected E. coli with AddAB. E. coli expressing H. pylori AddAB, absorbance growth. inhibition, % at 11.9 µM. AID 435030. actives 0.29% (n = 330,000); in the data active means inhibition above about 12%;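 further: 0% = vehicle wells of infected cells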
An asterisk follows results filed as active; x = not tested or not shown.

SMILES	OPRM1-OPRD1 inv	PfHsp90 set2	PKA-R1A activ	MOR-DOR ag	Pemphigus Ab inh	SUMO Mot1 rescue	HTR5A inv ctr	Ecoli viability	phage Ecoli inh	HTR5A ag	AddAB inh
CCn1c(Cc2ccccc2)nnc1SCC(=O)Nc1ccc(S(N)(=O)=O)cc1	13	4	1	-2.9	124	-3	5	0.0	0.3	2	0.4
CCN(C(=O)c1ccco1)c1nc(CC(=O)Nc2ccc(Cl)cc2)cs1	-6	-15	1	1.1	106	148	-12	-1.1	2.5	3	-1.3
COc1ccc2c(Cl)c(C(=O)NCCCn3ccnc3)sc2c1	19	-8	-1	-3.7	103	14	3	0.5	5.9	-1	2.3
Cc1cccc(C)c1NC(=O)COc1ccccc1C(=O)Nc1ccc(Br)cn1	-76	6	-4	14	114	5	-19	-2.3	4.1	8	0.0
CCCC[C@@H]1C=C(C(=O)O)[C@H](c2ccc(Br)cc2)N1S(=O)(=O)c1ccc(C)cc1	-74	-20	-4	16	105	x	-5	-2.7	2.8	2	1.7
COc1ccc(C)cc1NC(=S)N1CCN(c2ccccn2)CC1	12	3	4	-2.0	96	513*	10	1.6	2.1	3	2.3
Cn1c(=O)c2c(SCC(=O)N3CCOCC3)nc(C3CC3)nc2n(C)c1=O	14	10	-8	-2.5	102	-8	-17	-2.5	1.0	-3	0.3
CC1CCC2(CC1)NC(=O)N(CC(=O)c1cn(CCC#N)c3ccccc13)C2=O (stereo not given)	7	14	2	-1.2	97	-6	-10	0.3	0.1	2	3.6
CCSCc1nc(N)nc(NCCc2ccccc2)n1	8	-3	0	-1.7	110	2	-25	-1.0	4.0	0	3.0
COc1ccc(CC(=O)Nc2ccc(N3CCOCC3)cc2)cc1S(=O)(=O)N1CCOCC1	4	12	1	-0.7	95	488	-8	1.5	0.8	3	3.1
CC(=O)C1=C(O)C(=O)N(c2ccc(Br)cn2)C1c1ccccc1[N+](=O)[O-] (stereo not given)	20	13	4	-4.3	95	-1	19	-0.7	0.6	-5	0.1
COc1cccc(NC(=O)Cc2ccccc2)c1	7	-1	-3	-1.2	108	7	24	-0.3	1.7	-4	2.6
Cc1cc(C)c(C)c(S(=O)(=O)N2CCN(C)CC2)c1C	6	-1	-2	-1.2	102	-6	-77	0.4	3.5	4	2.4
C=CCOc1ccc(/C=C/C(=O)OCC(=O)NNC(=O)c2ccccc2F)cc1	14	7	-11	-2.7	119	18	-21	-0.7	1.7	5	1.1
N#Cc1cc(-c2ccccc2)oc1NC(=O)c1ccccc1	8	-16	2	-2.0	105	17	-2	-0.6	0.9	0	2.4
CN(C(=O)CN1C(=O)c2ccccc2S1(=O)=O)c1ccccc1C(=O)O	3	x	-9	-0.5	98	11	11	1.7	0.0	-1	2.3
O=C(NC(NC1CCS(=O)(=O)C1)C(=O)c1ccccc1)c1ccc(Cl)cc1 (stereo not given)	10	-10	-3	-1.7	100	-7	13	1.6	-0.6	3	-0.2
N#CCCn1cc(/C=N/O)c(-c2ccc(-c3ccccc3)cc2)n1	16	-12	2	-3.0	106	-5	-43	-0.1	2.0	15	0.1
CCn1c(SCC(=O)Nc2ccc(Cl)cc2)nnc1C1CC1	3	-6	1	-0.6	108	4	6	3.1	2.6	-2	4.1
CN1CN(C)c2cccc3cccc1c23	1	-9	6	-0.2	106	-9	-19	-1.9	1.2	-2	1.3
COc1ccc(C#Cc2c(-c3ccsc3)oc3ccc(-c4cc(OC)c(OC)c(OC)c4)cc23)cc1	14	0	3	-3.1	99	8	7	0.9	1.2	1	2.1
S=C(c1ccc2c(c1)OCO2)N1CCCC1	5	1	-8	-0.8	105	1	-13	2.5	2.6	-3	3.8
O=C(CSc1nc(Nc2ccccc2)nc(N2CCOCC2)n1)Nc1ccc(Br)cc1F	-9	-31	-3	2.2	106	-17	-14	0.6	2.8	5	1.3
O=C1C2C3C=CC(CO)(O3)C2C(=O)N1c1ccccc1-c1ccccc1 (stereo not given)	9	142*	0	-1.6	94	-19	3	-1.1	x	-1	3.4
Cn1c(N)c(C(=O)COC(=O)COc2ccc(Cl)cc2)c(=O)n(C)c1=O	4	x	0	-0.8	94	-2	10	1.1	-0.8	-4	2.5
COc1cccc(N2CCN(C(=S)Nc3cc(C)cc(C)c3)CC2)c1	-4	-21	-15	0.7	82	287	-6	0.7	2.8	2	7.8
CN1CCC(N(C)S(=O)(=O)c2ccc(NC(=O)c3ccc(S(=O)(=O)N(C)C)cc3)cc2)CC1	12	x	14	-2.5	97	11	-2	-0.2	3.5	0	0.9
O=C(Nc1ccc(F)cc1)c1ccc2nc[nH]c2c1	-13	-7	0	2.0	100	-15	-1	-4.0	6.3	-1	2.5
COc1ccc(OCCSc2ncc(CO)n2C)cc1	5	-12	9	-1.2	103	28	6	-2.7	1.4	-2	0.7
Cn1ccnc1C(=O)c1ccc(S(=O)(=O)N2CCCC2)cc1	4	13	-1	-0.8	103	3	6	-0.5	4.0	-2	-0.3
Cc1c(NC(=O)c2cccs2)cccc1-c1nc2ccccc2s1	-6	6	3	1.3	103	387*	0	0.0	2.5	-2	3.5
CC(=O)Nc1ccc(S(=O)(=O)NCCC(=O)N2CCN(c3ccccc3Cl)CC2)cc1	24	-1	-6	-6.3	x	9	15	3.3	0.0	3	2.5
Nc1nc(N2CCN(c3ccccn3)CC2)nc2ccccc12	6	-8	-11	-1.3	96	395	18	0.5	3.0	-5	1.6
CCCCOc1ccc(/C=C/C2=CC(C)(C)NC(=S)N2)cc1OCC	1	-10	-7	-0.3	163	-10	-43	-1.1	4.5	-1	1.4
Cc1ccc(S(=O)(=O)N(CC(=O)N2CCc3ccccc3C2)c2cccc(Cl)c2)cc1	-7	-43	-3	1.8	114	-12	3	-1.1	1.7	3	3.3
CC(=O)Nc1ccc(S(=O)(=O)N2CCC(c3nc4ccc(C)cc4[nH]3)CC2)cc1	1	-22	-5	-0.1	98	18	-8	-1.3	1.2	1	1.0
CCC(C)(C)c1nnc(NC(=O)C2CC(=O)N(CCc3ccc(F)cc3)C2)s1 (stereo not given)	-14	-12	6	1.8	104	371	5	-0.3	1.4	-2	4.6
CN1CCC(OC(=O)Cc2ccc(Cl)cc2)CC1	-2	-3	1	0.3	84	7	4	-4.2	3.2	4	-0.1
COc1ccc(C2C(C(=O)N3CCN(c4ccccn4)CC3)CC(=O)N2c2ccc(OC)cc2)cc1 (stereo not given)	-10	-101	3	1.6	106	-2	-6	1.1	0.5	2	1.3
COc1ccc(NC(=O)CSc2nc3ccccc3c(=O)n2CCCN2CCC(C)CC2)c(OC)c1	-6	-1	3	1.4	x	-12	5	1.4	0.8	-1	0.8
COc1cc(/C=N/NC(=O)c2cccc(NC(=O)c3ccccc3C)c2)ccc1O	-14	-33	0	1.9	x	7	4	-2.2	2.0	-1	2.2
CCOc1ccc(NC(=O)C(c2ccccn2)N(C(=O)CCl)c2ccc(OCC)cc2)cc1 (stereo not given)	17	-32	-21	-2.8	98	-15	11	1.6	x	-4	4.8
COc1ccc(CCNC(=O)CCSCc2ccccc2F)cc1OC	14	6	2	-3.0	111	263*	-4	-2.8	0.9	1	0.8
CCOC(=O)c1cnc2ccc(C(=O)OC)cc2c1NCCCN1CCOCC1	12	-5	-6	-2.5	123	32	-5	x	2.4	1	x
CCOc1ccc(N(CC(=O)Nc2ccc(C)cc2C)S(C)(=O)=O)cc1	7	5	0	-1.4	104	-10	7	0.0	5.3	-2	1.0
O=C(c1ccccc1C(=O)N1CCN(c2ccccc2F)CC1)N1CCN(c2ccccc2F)CC1	-1	0	1	0.2	102	10	18	1.3	2.4	-7	2.3
CCOC(=O)c1cnc(SC)nc1Sc1ccc(Cl)cc1Cl	4	x	0	-0.9	96	161	-20	0.4	1.6	4	5.1
O=C(CCN1C(=O)/C(=C/c2ccccc2)SC1=S)NNC(=O)c1ccncc1	9	-66	0	-1.8	107	8	10	-1.0	3.5	-2	0.0
COc1ccc(C)cc1NC(=O)CSc1nnc(CC(=O)Nc2ccccc2C)n1C	12	-2	-4	-2.2	89	-3	-18	2.3	0.6	6	3.1
CCOC(=O)C1CCN(S(=O)(=O)c2ccc3[nH]c4c(c3c2)CCCC4)CC1	-14	26	-5	2.7	80	14	-4	1.5	3.1	1	1.5
O=C(CN1C(=O)NC2(CCc3ccccc32)C1=O)Nc1cccc(Cl)c1 (stereo not given)	3	-3	-6	-0.6	133	-7	-12	-0.3	1.9	3	-0.1
COc1ccc(NS(=O)(=O)c2c(C)cc(C)cc2C)cc1	-8	-31	-16	1.3	x	31	-6	-1.4	2.2	3	2.4
Cc1ccccc1N1C(=O)C(Oc2ccc(Cl)cc2)C1CNCCCOC(C)C (stereo not given)	-54	-62	3	10	116	-19	14	-1.4	5.2	3	-0.5
CCOc1ccccc1NS(=O)(=O)c1csc(C(N)=O)c1	9	-14	-5	-1.8	101	92	-3	-0.4	1.2	1	-1.2
COc1ccc(/C=C/C2=CCN(Cc3ccc(OC)cc3)CC2)cc1	x	28	x	x	x	12	x	-0.5	6.8	x	2.0
CC(C)Cn1c(N)c(C(=O)COC(=O)c2cnccn2)c(=O)n(C)c1=O	1	-15	-5	-0.1	106	394	8	0.0	3.5	-3	-0.3
CC(C)N(C(=O)CS(=O)(=O)c1ccc(Cl)c(Cl)c1)C(C)C	-8	-18	-3	1.5	98	-14	-6	-0.5	3.2	2	-0.2
C/C(=N\NC(=O)c1cc(-c2ccncc2)nc2ccccc12)c1ccc(N2CCOCC2)cc1	8	7	-3	-1.1	98	10	8	0.2	2.6	0	1.2
COc1ccccc1CNC(=O)C1CC(c2ccccc2F)=NO1 (stereo not given)	12	3	-10	-2.1	108	5	10	-0.2	3.7	-4	2.9
CC(C)CN1CCN=C1Nc1ccccc1	18	-3	5	-3.8	101	-5	-15	1.2	2.3	-2	3.9
More records follow.
SMILES	OPRM1-OPRD1 inv	PfHsp90 set2	PKA-R1A activ	MOR-DOR ag	Pemphigus Ab inh	SUMO Mot1 rescue	HTR5A inv ctr	Ecoli viability	phage Ecoli inh	HTR5A ag	AddAB inh
CC(=O)Nc1ccc(NC(=O)C2CCN(c3c(Cc4ccccc4)c(C)nc4ncnn34)CC2)cc1	0	-16	-5	-0.1	98	-2	0	-0.9	2.4	0	3.2
N#C/C(=C\c1ccc(Cl)cc1)C(=O)Nc1cccnc1	2	27	7	-0.4	120	-1	7	-0.1	3.1	2	-0.4
Nc1nc(-c2ccc(Cl)cc2)nnc1-c1ccc(Br)cc1	7	-26	-2	-1.4	x	-12	-9	1.7	3.3	3	-1.6
O=C(NC1C2CC3CC(C2)CC1C3)C1CCCCC1 (stereo not given)	3	-23	-1	-0.7	116	-9	-23	1.9	1.3	6	4.7

Some entries already given, showing only PKA-R1A activ:
Compound,PKA-R1A activ
Nc1nc(-c2ccc(Cl)cc2)nnc1-c1ccc(Br)cc1,-2
O=C(NC1C2CC3CC(C2)CC1C3)C1CCCCC1 (stereo not given),-1
